Tb PFK inh: qHTS Assay to Find Inhibitors of T. brucei phosphofructokinase; ATP-dependent 6-phosphofructokinase (Trypanosoma brucei brucei), O15648; T. brucei PFK, ADP-Glo luminescence; Potency, µM (titrated, usually from 57.5 µM), without a hit: at the highest dose activity, negative = inhibition, hits mostly inhibitors; 330,000 compounds, 0.17% hits;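 also: potency is read from the fitted curve at half-maximal effect; 0% = uninhibited 1x PFK enzyme wells and -100% = no-enzyme wells; nearly all actives have a fitted effect of over 60% in size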
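ADP-Glo luminescence quantified ADP after 45 min at room temperature, with 1.25 nM T. brucei PFK, 0.1 mM ATP and 0.5 mM fructose-6-phosphate in pH 8.0 TEA buffer. qHTS titrations up to 57 µM; curves classified by quality.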
TSHR antagonist: Antagonists of the Thyroid Stimulating Hormone Receptor: HTS campaign | TSHR-expressing cells, TSH-stimulated cAMP HTRF, 2 h; active compounds read low | activity change, negative = inhibition, % at 11.5 µM | 330,000 compounds, 0.2% hits | AID 504810, 2011;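 active = activity change below a set negative limit, meaning inhibition stronger than a set level, cut at about -70% in these data; inconclusive = activity change between two set negative limits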; also: % is scaled to controls: 0 for no effect and ±100 for the full control effect
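Freshly harvested TSHR cells receive pin-tooled compound, then EC80 TSH at 4nM final. After 2 hours at 37 deg C, antibody in lysis buffer and cAMP-d2 are added; 30 minutes at ambient temperature precede the HTRF read.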
hERG WT inh: qHTS for Inhibitors of KCHN2 3.1: Wildtype qHTS; U2OS, BacMam KCNH2, thallium flux FluxOr; active compounds read low; activity change, % at 1.84 µM; 340,000 compounds, 0.37% hits; AID 720551, 2013;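 active = maximum activity change below -70%; inconclusive = maximum activity change between -70% and -50%; inactive = maximum activity change above -50%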; also: % is scaled to controls: 0 for no effect and ±100 for the full control effect
Target sequence (Q12809 whole entry, looked up): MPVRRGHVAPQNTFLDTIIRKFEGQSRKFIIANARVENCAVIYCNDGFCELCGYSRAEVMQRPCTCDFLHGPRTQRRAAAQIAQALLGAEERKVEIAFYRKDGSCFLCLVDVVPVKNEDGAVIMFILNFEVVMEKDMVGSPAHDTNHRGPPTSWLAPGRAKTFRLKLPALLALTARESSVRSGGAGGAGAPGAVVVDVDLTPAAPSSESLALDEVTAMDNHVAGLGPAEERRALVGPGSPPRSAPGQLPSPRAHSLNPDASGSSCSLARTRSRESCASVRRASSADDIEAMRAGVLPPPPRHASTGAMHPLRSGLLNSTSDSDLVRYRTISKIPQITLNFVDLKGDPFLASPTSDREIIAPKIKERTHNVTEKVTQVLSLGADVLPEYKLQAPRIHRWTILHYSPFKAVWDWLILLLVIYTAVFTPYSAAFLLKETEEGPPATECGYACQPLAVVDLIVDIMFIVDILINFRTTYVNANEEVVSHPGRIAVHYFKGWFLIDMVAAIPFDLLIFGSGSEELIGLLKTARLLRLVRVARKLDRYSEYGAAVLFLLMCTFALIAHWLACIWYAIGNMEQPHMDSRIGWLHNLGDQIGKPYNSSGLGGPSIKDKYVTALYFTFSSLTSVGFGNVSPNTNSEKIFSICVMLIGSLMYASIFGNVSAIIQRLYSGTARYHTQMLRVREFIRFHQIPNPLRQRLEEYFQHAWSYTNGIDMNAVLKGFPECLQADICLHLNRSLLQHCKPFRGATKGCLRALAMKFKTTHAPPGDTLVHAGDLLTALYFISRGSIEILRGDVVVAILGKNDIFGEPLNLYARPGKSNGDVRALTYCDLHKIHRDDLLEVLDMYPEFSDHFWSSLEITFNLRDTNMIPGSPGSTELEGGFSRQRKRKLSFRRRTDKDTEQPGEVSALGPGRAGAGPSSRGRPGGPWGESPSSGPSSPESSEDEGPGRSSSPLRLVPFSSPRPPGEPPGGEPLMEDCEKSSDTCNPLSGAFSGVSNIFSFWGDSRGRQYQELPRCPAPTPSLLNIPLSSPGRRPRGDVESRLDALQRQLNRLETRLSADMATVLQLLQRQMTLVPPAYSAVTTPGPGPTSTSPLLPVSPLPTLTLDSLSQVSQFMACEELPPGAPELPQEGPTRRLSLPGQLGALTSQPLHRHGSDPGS
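U2OS cells were transduced with wild-type KCNH2 virus (2.03 x 10^8 / mL) for 4 h at room temperature, then cultured overnight at 37 C. Thallium flux was read with FluxOr dye. Rate constants were normalized to DMSO controls.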
A-T KAP1 phos: qHTS Assay for Identifying a Potential Treatment of Ataxia-Telangiectasia; 320,000 compounds, 0.19% hits; […] A-T fibroblasts, KAP-1 phosphorylation AlphaLISA; neocarzinostatin DNA damage 30 min before lysis; Potency, µM (titrated, usually from 57.5 µM), for the others: at the highest dose activation, hits mostly activators; also: potency is read from the fitted curve at half-maximal effect; % of control where 0% means no effect; nearly all actives have a fitted effect of over 45% in size
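ATM-like activity read as KAP-1 phosphorylation via AlphaLISA donor/acceptor antibody pairs after lysis and 6 hr at 25C. Cells were ATM-null patient fibroblasts ([…], hTERT), dosed 60 min, then exposed to the DSB inducer NCS for 30 min.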
MLL CXXC-DNA inh: qHTS Fluorescence Polarization Assay for Inhibitors of MLL CXXC domain - DNA interaction | Potency, µM (top dose mostly 115 µM), inactives show top-dose activity change, negative = inhibition, most hits filed as inhibitors | Histone-lysine N-methyltransferase 2A (Homo sapiens), Q03164 | 290,000 compounds, 0.037% hits | MLL-CXXC / FITC-HOXA9 DNA fluorescence polarization; active = well fitted inhibition curve with a large enough effect in the polarisation, with a control signal flat, not every such curve was filed as active; inconclusive = small, poorly fitted or top-dose-only effect, or effect the other way, or a change in a side signal; inactive = no such curve, though single readings can be large or run the other way; the % refers to the polarisation; also: potency is read from the fitted curve at half-maximal effect
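Steps: dispense CXXC domain solution (7 uM) → pin compounds or unlabeled HOX-A9 DNA control → 5 min ambient → add FLSN-HOX-A9 solution (50 nM) → spin → 30 min ambient → fluorescence polarization. Tris pH 7.5/NaCl/DTT/BSA buffer.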
TCR activator: Activators of T cell receptors: qHTS campaign | primary human leukocytes, anti-CD3, IL-2 HTRF, 48 h | Potency, µM (series often up to 9.22 µM), without a hit: at the highest dose activation of IL-2 secretion, actives largely listed as activators | 330,000 tested, under 10 active | AID 504894, 2011; also: % of control where 0% means no effect
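1) Mix primary human leukocytes, a-CD3 beads and compound. 2) Incubate 48 hr. 3) Add HTRF IL-2 reagents (a-IL-2-K, a-IL-2-d2).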
Coupling enz: qHTS Assay for Inhibitors of Fructose-1,6-bisphosphate Aldolase from Giardia Lamblia: Coupling assay counterscreen; coupling enzyme system counterscreen, AmpLite Red fluorescence; activity change, negative = inhibition, % at 58.2 µM, hits read low; 290,000 compounds, 0.67% hits; AID 2472, 2010; in the data active = activity change below about -30%; also: % is scaled to controls: 0 for no effect and ±100 for the full control effect
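Coupling enzymes only (glyceraldehyde-3-phosphate) + compound, at 57.5 uM final, 10 min RT; add substrate/coupling/AmpLite Red mix, 20 min RT; fluorescence ex 525/em 598 nm. Actives flag coupling-system interference.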
GALK inh: qHTS Assay for Inhibitors of Human Galactokinase (GALK) | P51570 | Potency, µM (doses to about 57.5 µM), for inactives: top-dose activity change, negative = inhibition, actives largely listed as inhibitors | AID 1868, 2009 | Purified GALK, Kinase-Glo residual ATP luminescence | 270,000 compounds, 0.007% hits; also: potency is read from the fitted curve at half-maximal effect; % is scaled to controls: 0 for no effect and ±100 for the full control effect
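Compounds were pin-transferred into ATP buffer (35 uM final), then GALK plus galactose (5 nM, 100 uM final) was added. After 1 h at room temperature, Kinase-Glo Plus was added and luminescence read after 10 min.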
Giardia kill: Small Molecules that selectively kill Giardia lamblia: qHTS; Giardia lamblia trophozoite viability; activity change, % at 7.66 µM, hits read low; 340,000 compounds, 0.15% hits; in the data active = activity change below about -80%; inconclusive = between about -30% and that limit;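 also: parasites exposed to compound for two days anaerobically before the ATP read; % is scaled to controls: 0 for no effect and ±100 for the full control effect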
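Compounds were tested on trophozoites seeded at 100 cells/well and held 48 hrs at 37 deg C anaerobically. An ATP-based luminescent kit measured the remaining live cells.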
BCR signal inh: qHTS Assay to Find Inhibitors of Chronic Active B-Cell Receptor Signaling; ABC-DLBCL IkBa-CBG/CBR reporter, luminescence ratio, 4 h; Potency, µM (top dose mostly 46.1 µM), without a hit: at the highest dose ratio change, negative = lower green/red ratio, usual class: inhibitors; 340,000 compounds, 0.05% hits; active = well fitted inhibition curve with a large enough effect in the signal ratio, with a control signal flat, not every such curve was filed as active; inconclusive = small, poorly fitted or top-dose-only effect, or effect the other way, or a change in a side signal; the % refers to the signal ratio;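 also: potency is read from the fitted curve at half-maximal effect; plate controls were basal doxycycline-induced cells for no effect and cells given 10 µM MG132 for full effect; MG132 reads +100%, hits lower the ratio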
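Cell line TMD8 (human ABC DLBCL), stably expressing tet-inducible CBG68-IkBa fusion and CBR; IMDM/0.5% FBS; cpd up to 46 uM; dox induction, 4 h, 37C/5% CO2; dual luminescence; green/red ratio; MG132 control.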
Starred values were filed as active, the others as inactive; ? = inconclusive; · = no result given; & = joins results of further samples; [ ] = remark or other dose. Unless noted, calls follow the shape of the dose curve; as a rule, active = well fitted curve in the direction sought with a large enough effect; inconclusive = small, poorly fitted or top-dose-only effect, or another doubt; inactive = no such curve, though single readings can be large; an effect the other way counts as inactive or inconclusive.

SMILES	Tb PFK inh	TSHR antagonist	hERG WT inh	A-T KAP1 phos	MLL CXXC-DNA inh	TCR activator	Coupling enz	GALK inh	Giardia kill	BCR signal inh
COc1ccccc1NC(=O)CSc1nc2ncccc2[nH]1	2%	-4	2	0%	-19%	0%	0	7%	3	?
COc1ccc(CCNS(=O)(=O)c2ccc(C3CNC(=O)C3)cc2)cc1OC (stereo not drawn)	2%	22	-8	0%	7%	1%[46.1 µM]	-2	1%	-5	-2%
O=C(c1ccc(F)cc1)C1CCN(C(=O)Nc2ccc(F)cc2)CC1	-3%	6	0	-4%	-1%	-6%	2	·	-11	-14%
CCC(C)NC(=O)c1cn(CC)c2cc(N3CCN(C(=O)c4ccco4)CC3)c(F)cc2c1=O (stereo not drawn)	-3%	3	2	-5%	-2%	7%	·	2%	7	?
C/C(N)=C(/C#N)C(=O)CSc1n[nH]c(-c2cccs2)n1	-4%	4	-16	-3%	5%	-1%	8	-1%	-2	-17%
CCOC(=O)C/C(=N\Nc1ncnc2ccccc12)c1ccccc1	-7%	10	-6	5%	13%	2%	-5	4%	-20	?
O=C(Cc1ccccn1)c1ccc(Cl)cc1	-8%	-4	0	2%	·	2%	·	·	-10	0%
COc1ccc2cc(CN(CC3COCCO3)S(=O)(=O)c3c(C)cc(C)cc3C)c(=O)[nH]c2c1 (stereo not drawn)	1%	-14	·	1%	-1%	·	2	-3%	·	0%
Nc1nnc(SCC(=O)Nc2ccc(Cl)c(C(=O)O)c2)s1	1%	-9	-7	-1%	6%	-8%	-2	-1%	12	3%
CCN(Cc1cc2cc(C)ccc2[nH]c1=O)C(=O)c1cccc(OC)c1	-7%	-8	1	5%	-3%	-4%	3	2%	27	-3%
O=C1C(Cl)=C(Nc2ccccc2)C(=O)c2ccccc21	3%	-3	-5	5µM*	-4%	5%[46.1 µM]	-33*	1%	-1	4%
CC(OC(=O)Cc1c[nH]c2ccccc12)C(=O)Nc1ccc(S(N)(=O)=O)cc1 (stereo not drawn)	0%	11	-3	7%	·	2%	·	·	-15	3%

Fetched one by one from the entries so far:
SMILES	Tb PFK inh	TSHR antagonist	hERG WT inh	A-T KAP1 phos	MLL CXXC-DNA inh	TCR activator	Coupling enz	GALK inh	Giardia kill	BCR signal inh
COc1ccccc1NC(=O)CSc1nc2ncccc2[nH]1	2%	-4	2	0%	-19%	0%	0	7%	3	?
Nc1nnc(SCC(=O)Nc2ccc(Cl)c(C(=O)O)c2)s1	1%	-9	-7	-1%	6%	-8%	-2	-1%	12	3%

(more compounds)
SMILES	Tb PFK inh	TSHR antagonist	hERG WT inh	A-T KAP1 phos	MLL CXXC-DNA inh	TCR activator	Coupling enz	GALK inh	Giardia kill	BCR signal inh
CCOC(=O)CNC(=O)CSc1nnc(Cn2c(=O)sc3ccccc32)n1-c1ccccc1C	5%	-10	-11	-3%	-2%	0%	-1	0%	2	4%
CCOc1cc(/C=C2/SC(=S)NC2=O)ccc1OC(=O)c1ccco1	-3%	4	-3	-11%	1%	3%	9	0%	0	?
CCc1ccc(/C=C2/SC(=S)N(CCC(=O)NCCCN3CCOCC3)C2=O)cc1	0%	0	-3	-3%	13%	-5%	0	-1%	-9	-5%
CCc1ccccc1NC(=O)CNC(=O)c1cccc(S(=O)(=O)N2CCN(Cc3ccccc3)CC2)c1	0%	-11	-3	-5%	·	-1%	·	·	2	4%
O=S(=O)(c1ccc(F)cc1)N1CCN(CCOc2ccccc2)CC1	2%	-9	1	21%	·	-3%[46.1 µM]	·	·	-15	-7%
CC#CC[N+](C)(CC#CC)CC(=O)c1ccccc1	0%	-3	-23	-4%	1%	-8%	-1	1%	-12	0%
CS(=O)(=O)Nc1ccccc1Oc1ccccc1	-4%	10	6	·	3%	2%[46.1 µM]	0	-3%	-20	?
COc1ccc(-c2sc3ccc(OC)cc3c2-c2ccc(O)cc2)cc1	0%	76	-2	17%	·	13%	·	·	6	4%
CCN1CCN(C(=O)c2ccc(S(=O)(=O)Nc3ccccc3)cc2)CC1	7%	4	8	1%	·	4%	·	·	8	0%
c1csc(-c2nc3ccccc3s2)c1	-14%	2	-1	-7%	-12%	5%	-1	1%	17	22%
CCN(C(=O)c1cc2ccccc2oc1=O)c1cccc(C)c1	4%	6	0	·	2%	-3%	9	2%	2	?
CC(=O)NC(=S)Nc1ccc(N2CCOCC2)c(S(=O)(=O)Nc2cc(Cl)ccc2Cl)c1	1%	21	?	-7%	1%	·	2	-1%	-22	0%
O=C(N/N=C\c1ccc2c(c1)OCO2)c1ccc(Cn2cc(Br)c([N+](=O)[O-])n2)o1	-3%	-7	-11	-1%	1%	·	1	0%	-4	?
NC(=O)c1ccc(NC(=O)C2CC(=O)N(c3ccc4c(c3)OCCO4)C2)cc1 (stereo not drawn)	-5%	7	-2	-3%	·	0%	·	·	-13	-1%
Cc1ccc(Nc2oc(C)nc2C#N)cc1	0%	-11	-4	6%	-10%	-5%	0	-2%	3	?
Cc1cc(C2C(C#N)=C(N)OC3=C2C(=O)CC(C)(C)C3)c(C)s1 (stereo not drawn)	1%	-10	6	0%	-7%	-2%	·	4%	0	-5%
O=C(NCC1CCCO1)C1CCCCN1S(=O)(=O)c1ccc(F)cc1 (stereo not drawn)	4%	11	5	3%	-5%	0%	1	0%	4	0%
CS(=O)(=O)N1CCN=C1SCc1ccc(Br)cc1	-5%	1	24	-1%	3%	-9%	·	-3%	13	-4%
O=C(COC(=O)c1cccc(S(=O)(=O)N2CCCC2)c1)NCc1ccccc1	0%	-7	-14	-2%	-2%	-15%	3	0%	-2	1%
Cc1c(Cc2ccccc2)c(=O)oc2cc(OCC(=O)N[C@@H](Cc3ccccc3)C(=O)O)ccc12	-1%	-3	-2	2%	7%	4%	8	·	-11	3%
CCOc1cc(C(=O)NCc2ccc(C)cc2)ccc1OCC(=O)N1CCOCC1	0%	-4	-5	11%	3%	-10%	5	5%	13	-5%
Cc1ccc(NC(=O)N(CCCN2CCOCC2)Cc2cc3cc4c(cc3[nH]c2=O)OCO4)cc1	-3%	-6	0	8%	2%	-2%	3	-1%	5	0%
Cn1c(SCC(=O)NCc2ccccc2)ncc(C(=O)Nc2ccccc2)c1=O	3%	4	30	4%	·	0%	·	·	2	1%
CC(=O)Nc1ccc(NC(=O)C2CCCN2S(=O)(=O)c2cccc(C(F)(F)F)c2)cc1 (stereo not drawn)	-5%	10	-1	8%	-3%	4%	·	1%	0	2%
COc1ccc(C(=O)NCC(=O)OCc2nc(N)nc(Nc3ccccc3C)n2)cc1	-10%	2	-8	17%	·	2%	·	·	-21	-3%
COc1ccc(OCC(=O)Nc2ccc(S(=O)(=O)N3CCCCC3)cc2)cc1	-2%	-10	-1	6%	6%	-5%	0	-1%	?	9%
O=S(=O)(Nc1ccc(F)cc1)N1CCCCCC1	-10%	0	-5	6%	-5%	1%	0	-1%	-9	4%
CCN1C(=NCC2CC2)N[C@@H](c2cccc(C(F)(F)F)c2)C(C(=O)OC)=C1C	0%&0%	-1&7	54	-3%&4%	-1%&11%	7%	0&2	·	3	?
COc1cccc(-n2c(CN3CCN(c4ccccc4)CC3)nc3ccc([N+](=O)[O-])cc3c2=O)c1	-1%	1	12	4%	3%	2%[46.1 µM]	-7	0%	-3	-4%
CC(CCc1ccccc1)NC(=O)/C=C/c1ccc(Cl)cc1 (stereo not drawn)	4%	-13	-7	11%	1%	-2%[46.1 µM]	-2	-1%	1	-5%
O=C(/C=C/Nc1ccc(F)cc1F)c1ccco1	-6%	0	9	-2%	2%	-3%	2	-7%	11	?
O=C(Nc1ccc(N2CCOCC2)cc1)c1ccc(Cl)c(S(=O)(=O)N2CCCC2)c1	0%	-33	-2	3%	·	·	·	·	9	4%
O=C(Cn1nnc2c(cnn2-c2ccc(F)cc2)c1=O)c1ccccc1F	-2%	0	9	9%	9%	4%	3	1%	-5	?
CCOC(=O)CN(C#N)c1nc(N(C)C)nc(N(C)C)n1	2%	10	6	2%	10%	-2%	1	-1%	10	-1%
COc1cc(O)c2c(=O)cc(-c3ccccc3)oc2c1	-3%	-1	2	·	10%	-5%	-1&5	8%	-8	10%
COc1ccc(C(=O)NNC(=O)COc2ccc(Cl)cc2)c(OC)c1	-3%	5	4	-1%	-2%	-3%	3	1%	-28	2%
COc1ccc(N2CCN(C(=O)c3ccc(Cn4nc(C)c([N+](=O)[O-])c4C)o3)CC2)cc1	2%	2	23	-10%	-9%	0%	-1	-8%	-8	-4%

Bioassay records (PubChem)
